RMI-FANCM inh = blocks RMI1/RMI2 complex binding to FANCM MM2 peptide; Fluorescence polarization, RMI core complex with F-MM2 peptide; hits give low values; FP signal (polarization) at 33 µM; 0.58% of 70,000 active; in the data active = FP signal below about 40; also: inactives centre near 61; strong numbers were not always called active; unit not given here
* = called active by the depositor; & = joins results of further samples.

cpd	mol	RMI-FANCM inh
1	CC[C@@]1(O)C(=O)OCc2c1cc1n(c2=O)Cc2cc3ccccc3nc2-1	49&55&40
2	C#CCN(C)[C@@H](C)Cc1ccccc1	55
3	CC12CCC3C(CCC4=C(O)C(=O)CCC43C)C1CCC2=O (centres undefined)	56
4	C[C@]12CC[C@H](O)C[C@@H]1CC[C@@H]1[C@@H]2CC[C@]2(C)C(=O)CC[C@@H]12	80
5	Cc1c(C(=O)Nc2cccc(C(F)(F)F)c2)cc(-c2ccccc2)n1CCCN1CCOCC1	58
6	CC1CCC(C(C)C)C(OP(N)(=O)c2ccccc2)C1 (centres undefined)	59
7	CC12CCC(O)CC1CCC1C2CCC2(C)C(O)/C(=C/c3ccccc3Cl)CC12 (centres undefined)	64
8	O=C(CNC(=O)c1ccccc1Br)Nc1ccc(Br)cc1C(=O)c1ccccc1	59
9	O=C1OCCN1/N=C\c1ccc([N+](=O)[O-])o1	63
10	COc1cc(C(=O)Nc2ccc(Cl)cc2C(=O)c2ccccc2Cl)cc(OC)c1OC	53
11	CCC(=O)O[C@H]1CCC2C3CCC4=CC(=O)CC[C@]4(C)C3CC[C@@]21C (some centres undefined)	67
12	O=S1(=O)N(CCN2CC=C(c3c[nH]c4cc(F)ccc34)CC2)c2cccc3c2N1CCC3	85
13	NC(Cc1ccc(N(CCCl)CCCl)cc1)C(=O)O (centres undefined)	56
14	Cc1cc(OCc2ccc([N+](=O)[O-])cc2)c2c3c(c(=O)oc2c1)CCCC3	55&51
15	CCN(CC)CCOC(=O)C(O)(c1ccccc1)c1ccccc1	67
16	O=[N+]([O-])c1ccc2c(c1)CNCC2	70
17	O=C1C2CCN(CC2)C12CC2c1ccc(C(F)(F)F)cc1 (centres undefined)	59
18	CCOc1ccccc1/C=C(\C)[N+](=O)[O-]	59
19	C(SCc1nn[nH]n1)c1nn[nH]n1	59
20	CN1C2CCC1CC(=NOC(=O)c1ccco1)C2	52
21	C=C1C([C@]2(C)C(CC(=O)OC)[C@@](C)(COC(C)=O)OC(=O)C[C@@H]2OC(C)=O)[C@@H](OC=O)[C@H](OC(=O)C(OC(C)=O)C(C)CC)[C@@]2(C)[C@H](c3ccoc3)CC(=O)C12O (some centres undefined)	57
22	O=c1[nH]c2ccccc2n1C1CCN(CCCC(c2ccc(F)cc2)c2ccc(F)cc2)CC1	56&57&58
23	CCCN(CCC)CCc1ccc(O)c(O)c1	50
24	N#CCC(=O)NN1Cc2ccccc2C1=N	66
25	Cc1cccc(N2C(=O)CC(=O)NC2=O)c1	57

Entries from the list above containing nitrogen in an aromatic ring:
cpd	mol	RMI-FANCM inh
1	CC[C@@]1(O)C(=O)OCc2c1cc1n(c2=O)Cc2cc3ccccc3nc2-1	49&55&40
5	Cc1c(C(=O)Nc2cccc(C(F)(F)F)c2)cc(-c2ccccc2)n1CCCN1CCOCC1	58
12	O=S1(=O)N(CCN2CC=C(c3c[nH]c4cc(F)ccc34)CC2)c2cccc3c2N1CCC3	85
19	C(SCc1nn[nH]n1)c1nn[nH]n1	59
22	O=c1[nH]c2ccccc2n1C1CCN(CCCC(c2ccc(F)cc2)c2ccc(F)cc2)CC1	56&57&58

By substructure, the entries above containing sulfur (two)
cpd	mol	RMI-FANCM inh
12	O=S1(=O)N(CCN2CC=C(c3c[nH]c4cc(F)ccc34)CC2)c2cccc3c2N1CCC3	85
19	C(SCc1nn[nH]n1)c1nn[nH]n1	59

Next section.
cpd	mol	RMI-FANCM inh
26	CC(N)Cc1c[nH]c2ccc(O)cc12 (centres undefined)	53
27	COc1ccccc1C=C(C#N)C#N	51
28	ClCc1cn2ccccc2n1	72
29	Nc1ccc2cc(Br)ccc2c1	55
30	CC1CCC[C@H](O)CCCCCc2cc(O)cc(O)c2C(=O)O1 (some centres undefined)	59
31	CCC(=O)O[C@H]1CC[C@H]2[C@@H]3CCC4=CC(=O)CC[C@]4(C)[C@H]3CC[C@]12C	67
32	C[C@]12CC[C@H](O)CC1=CC[C@@H]1[C@@H]2CC[C@]2(C)C(=O)CC[C@@H]12	56&63
33	CC(C)c1cc2c(c(O)c1O)[C@@]1(C(=O)O)CCCC(C)(C)C1CC2 (some centres undefined)	56
34	O=P1(NCCCl)OCCCN1CCCl (centres undefined)	54
35	c1ccc2c(N3CCNCC3)cccc2c1	50
36	CC(O)c1ccc(Br)cc1 (centres undefined)	69
37	Fc1ccc2nc(N3CCNCC3)sc2c1	72
38	Cc1ccc(S(=O)(=O)OCC23CCC(=O)C=C2CCC2C4CCC(=O)C4(C)CCC23)cc1 (centres undefined)	62&55
39	CNCCn1ccc2ccccc21	61

4 of these compounds in another layout:
#32 C[C@]12CC[C@H](O)CC1=CC[C@@H]1[C@@H]2CC[C@]2(C)C(=O)CC[C@@H]12
  RMI-FANCM inh = 56&63
#30 CC1CCC[C@H](O)CCCCCc2cc(O)cc(O)c2C(=O)O1 (some centres undefined)
  RMI-FANCM inh = 59
#26 CC(N)Cc1c[nH]c2ccc(O)cc12 (centres undefined)
  RMI-FANCM inh = 53
#27 COc1ccccc1C=C(C#N)C#N
  RMI-FANCM inh = 51

A portion of the library (hit frequency here may not be typical).
